Bioassay records deposited in PubChem BioAssay by several laboratories.
SV40 large T antigen: TAg ATPase/helicase activity blockers – biochemical (AID 1903); one-dose inhibition, % at 20 µM; IC50 in µM for titrated hits; SV40 large T antigen ATPase/helicase inhibition assay; higher % means a stronger effect; 0.39% of 310,000 active; in the data active = a potency from the dose series; inconclusive = inhibition mostly from about 32% at the one dose, without a potency; inactive = the rest, 99 in 100 with inhibition below about 32%; also: strong numbers were not always called active
RSV CPE inhibition: RSV antiviral activity via CPE protection, HEp-2 cells, primary 10 µM value included (AID 2391) | one-dose CPE inhibition, % at 10 µM; IC50 in µM for titrated hits | HEp-2 cells, RSV-induced CPE inhibition; higher % means a stronger effect | 0.13% of 310,000 active; in the data active = a potency from the dose series; inconclusive = CPE inhibition mostly from about 23% at the one dose, without a potency; inactive = the rest, 99 in 100 with CPE inhibition below about 21%; also: strong numbers were not always called active
NTR1 agonist: NTR1-driven beta-arrestin-GFP spot formation – imaging, U2OS cells, high content, primary screen (AID 493036) | P30989 | agonist mode | activation, % at 20 µM | 0.17% of 330,000 active;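 active = activation at or above 40% of the spot to cytoplasm intensity ratio, with at least 20 cells analyzed; inconclusive = wells under 20 cells, flagged as cytotoxic or low count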;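 also: 0% = DMSO without peptide and 100% = 100 nM NTR1 peptide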
Target sequence (P30989 whole entry, looked up): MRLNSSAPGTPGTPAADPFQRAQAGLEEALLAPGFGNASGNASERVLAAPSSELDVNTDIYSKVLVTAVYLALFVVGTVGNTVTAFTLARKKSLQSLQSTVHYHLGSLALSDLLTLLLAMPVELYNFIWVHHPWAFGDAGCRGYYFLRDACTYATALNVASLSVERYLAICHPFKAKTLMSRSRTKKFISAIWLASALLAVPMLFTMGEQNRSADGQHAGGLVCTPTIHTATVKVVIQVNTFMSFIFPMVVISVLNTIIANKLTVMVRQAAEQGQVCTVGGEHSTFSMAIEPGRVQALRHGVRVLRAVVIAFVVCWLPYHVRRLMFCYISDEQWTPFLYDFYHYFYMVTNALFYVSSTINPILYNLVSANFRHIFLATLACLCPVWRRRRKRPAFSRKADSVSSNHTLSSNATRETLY
K1F lysis inhibition: inhibition of K1F phage lysis, E. coli UTI89, bacterial capsule biogenesis inhibitors, alamar blue (AID 488966); E. coli UTI89 K1F phage lysis, alamar blue, 2 h; higher % means a stronger effect; inhibition, % at 100 µM; hits with a dose series show IC50 in µM; 0.02% of 340,000 active;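 active = phage lysis inhibition, versus mean bacterial control, above a set limit; inconclusive = no clear call, values can overlap the other calls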;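 also: capsule biogenesis inhibitors block K1F phage lysis so surviving cells raise fluorescence; higher fluorescence means more inhibition of phage lysis; actives were called in the ten point dose series up to 300 µM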
MgcRacGAP inhibition: MgcRacGAP GTPase-activating activity inhibitors, confirmation, biochemical, ADP Hunter fluorescence | inhibition, % at 30 µM; hits with a dose series show IC50 in µM | 0.6% of 340,000 active | MgcRacGAP-stimulated Rac1 GTP hydrolysis, ADP Hunter fluorescence; higher % means a stronger effect; GST-tagged Rac1 F28L mutant substrate;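 active = first-screen hits whose inhibition reached a set limit at any dose in the follow-up dose series; inconclusive = inhibition above the set first-screen limit but never retested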;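 also: fluorescence reports GDP produced by GAP-driven GTP hydrolysis; strong numbers were not always called active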
TNAP activators: stimulation of alkaline phosphatase TNAP activity – biochemical, luminescent, no phosphate acceptor, uHTS, primary screen (AID 1001); purified TNAP, luminescent activation assay, no phosphate acceptor; higher activation fold means a stronger effect; one-dose activation fold at 20 µM; EC50 in µM for titrated hits; 0.03% of 200,000 active; in the data active = activation fold from about 3, or a potency from the dose series; inactive = the rest, 99 in 100 with activation fold below about 1.6; also: many of its hits are not listed in these tables
PhoP inhibition: PhoP-dependent GFP reporter repression – Salmonella Typhimurium, primary screen (AID 1863); 0.16% of 300,000 active; S. Typhimurium PhoP-regulated promoter GFP reporter, 4 h; higher % means a stronger effect; one-dose inhibition, % at 50 µM; IC50 in µM for titrated hits;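 active = inhibition over 29.93%, a cutoff 3 SD above the screen mean, later confirmed by dose response; inconclusive = inhibition over 29.93% but no dose response follow-up; inactive = inhibition at most 29.93% or unconfirmed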;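 also: 0% = low Mg2+ inducing control and 100% = high Mg2+ repressing control; strong numbers were not always called active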
T cell modulator: modulates CD8 T cell binding to vesicles; AID 2052; 2C CD8+ T cell-vesicle binding, flow cytometry; stronger effect = lower value; calls only at 7 µM; 0.068% of 330,000 active;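 active = response, share of CD8 T cells binding vesicles, and their 90th percentile fluorescence all below set limits, cut at about 80% in these data, passing the limit was not always enough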
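Assay system – 2C mouse CD8+ T cells · Also added – QL9-loaded Drosophila micro-vesicles · Timing – Cell–vesicle co-incubation 1.5 h at 37 °C, staining 20 min on ice · Signal – flow cytometry of vesicle-bound cells · Measure – percent CD8+ FL2 mean versus row control · Controls – Peptide-free naked vesicles (low) and QL9 vesicles with 0.7% DMSO vehicle (high)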
Myeloid diff MLP: compounds promoting myeloid differentiation. ER-HoxA9 myeloid progenitors, lysozyme-GFP differentiation, flow cytometry. calls only at 10 µM. 1% of 360,000 active. AID 624256;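 active = normalized GFP-positive differentiation at or above the plate's own cutoff, the solvent-only control mean plus 3 SD; inconclusive = no clear call, values can overlap the other calls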;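 also: cells exposed to compound for four days before flow analysis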
T cell modulator vesicle-bound %: second read-out of T cell modulator, no call of its own (marks repeat the call); double positive events, %; measured here: CD8+ vesicle-bound cell fraction;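 binding gate set so that unloaded-vesicle control wells show 10% double positive cells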
NTR1 agonist cell count 20 µM: recorded beside NTR1 agonist, whose call it bears; cell count; measured here: cell count, cytotoxicity flag
Myeloid diff MLP GFP+ MAC1+ %: also measured in Myeloid diff MLP; calls as there; GFP+ MAC1+ double positive, %; measured here: differentiation confirmed by MAC1 staining
The depositor's hits bear a star; i = inactive; ? = inconclusive; . = no result given; [ ] = remark or other dose. Random draw from the library (roughly 2.3% active in at least one column).

canonical_smiles,SV40 large T antigen,RSV CPE inhibition,NTR1 agonist,NTR1 agonist cell count 20 µM,K1F lysis inhibition,MgcRacGAP inhibition,TNAP activators,PhoP inhibition,T cell modulator,T cell modulator vesicle-bound %,Myeloid diff MLP,Myeloid diff MLP GFP+ MAC1+ %
COc1ccc([N+](=O)[O-])cc1NC(=O)c1cc(C)c(C)o1,14%,2.4%,0.9,94,0.1%,-13%,1.1,0%,i,53,i,0.4
CCOC(=O)/C=C(/C)N1N=C(c2ccc(OC)cc2)CC1c1cccc([N+](=O)[O-])c1 (stereo not given),-1%,4.6%,0.5,46,3.0%,10%,1.2,3%,i,14,i,0.8
CCc1nccn1S(=O)(=O)c1ccc(C)c(C)c1,12%,0.0%,-0.4,67,0.4%,3%,1.1,-14%,i,44,i,0.5
Cn1c(C(=O)O)c(CC(=O)Nc2ccccc2F)c2ccccc21,9%,1.0%,-3.0,88,1.1%,3%,1.1,-20%,i,33,i,1.4
O=C(NC(=O)c1csnn1)Nc1ccccc1Cl,10%,-1.0%,-0.3,69,0.1%,10%,.,-15%,i,30,i,0.5
C/C(=N\NC(=O)c1c(Cl)c(C)nn1C)c1cccc(NC(=O)COc2ccc(Cl)cc2)c1,16%,0.6%,3.0,71,2.4%,-2%,0.9,29%,i,14,i,0.8
Cn1ccnc1SCC(=O)Nc1cccc(C#N)c1,.,.,-1.1,51,0.5%[50 µM],2%,.,.,i,57,i,0.2
COc1ccc(-c2cc(Cl)cc3c(=O)c4ccccc4n(C)c23)cc1F,0%,0.5%,3.7,83,0.4%,4%,.,-8%,i,55,i,0.4
COc1ccccc1-c1ocnc1C(=O)N1CCN(S(=O)(=O)c2ccc(NC(C)=O)cc2)CC1,5%,0.4%,0.3,52,0.0%,5%,.,3%,i,48,i,2.8
CS(=O)(=O)N1CCC2(CC1)OCCN2S(=O)(=O)c1ccccc1,11%,-2.2%,0.2,53,1.5%[50 µM],2%,.,-8%,i,20,i,1.3
COc1cc(C(=O)NCc2nnc(SCC(=O)Nc3cc(C)cc(C)c3)o2)cc(OC)c1OC,8%,1.1%,0.7,56,1.0%,7%,1.2,-10%,i,50,i,0.7
O=c1[nH]c(C2CCN(S(=O)(=O)c3ccccc3)CC2)nc2c1nnn2Cc1ccc2c(c1)OCCO2,6%,18µM*,3.5,71,0.0%,-9%,.,-1%,i,44,i,0.0
O=c1c2ccccc2c(C=Nc2ccc(S(=O)(=O)N3CCCCC3)cc2)c(O)n1-c1ccc(Cl)cn1,-4%,1.9%,0.5,81,2.0%[50 µM],6%,1.5,-8%,i,50,i,2.7
Cc1nnc(SCC2=C(C(=O)O)N3C(=O)C(NC(=O)Cn4nc(C)c(Cl)c4C)C3SC2)s1 (stereo not given),13%,1.2%,2.4,46,-0.4%,14%,1,1%,i,10,i,0.2
O=C(O)CCCC(=O)N1N=C(c2ccccc2)CC1c1ccc2c(c1)OCO2 (stereo not given),6%,0.1%,-0.8,78,-0.5%,5%,.,0%,i,65,i,0.4
CCOC(=O)Cn1nc(/C=C/c2ccccc2)ccc1=O,3%,0.8%,-0.6,55,0.2%,5%,1.1,3%,i,46,i,0.4
Cc1ncsc1CCOC(=O)c1cccnc1,2%,-0.8%,0.7,54,4.0%,0%,1,27%,i,17,i,1.7
CCN1C(=O)C2C(c3cccc(F)c3)NC(CC)(C(=O)OC)C2C1=O (stereo not given),1%,0.2%,-1.6,84,0.0%,3%,1,-12%,i,60,i,1.4
COc1cccc(NC(=O)N(CCCN2CCOCC2)C(C)c2cc3ccccc3o2)c1 (stereo not given),13%,-0.4%,1.3,61,3.8%,7%,1.2,2%,i,36,i,0.4
CCN(CC)C(=O)Oc1ccc2c(=O)c(-c3ccccc3)coc2c1,-2%,4.7%,3.0,58,-0.4%,-4%,1,4%,i,4,i,7.0
Oc1ccc2n[nH]nc2c1,17%,1.7%,-0.6,59,0.3%,10%,0.9,5%,i,26,i,0.7
CCC1(CC)C(=O)N=C2c3ccccc3C(=O)N21,3%,0.3%,1.8,66,-0.1%,4%,1.1,-2%,i,58,i,0.7
COc1ccc(-c2nn(-c3ccccc3)cc2/C=N/NC(=O)c2cccc(S(=O)(=O)Nc3ccccc3Cl)c2)cc1,2%,?,0.6,41,4.8%,0%,0.8,16%,i,28,i,0.4
O=C(CN1CCOCC1)Nc1scc(-c2ccccc2)c1C(=O)N1CCOCC1,5%,0.4%,11,81,-0.8%,4%,1.1,3%,i,39,i,0.5
CC1(C)Cc2c(sc(NC(=O)c3ccc(C(=O)c4ccccc4)cc3)c2C#N)C(C)(C)N1,11%,0.7%,0.7,56,0.8%,10%,.,-5%,i,36,i,5.8
CCCNC(=O)NC(=O)COC(=O)CC(NC(N)=O)c1ccc(Cl)cc1 (stereo not given),-1%,0.3%,0.0,70,0.4%,2%,1.1,-5%,i,56,i,0.2
O=C(COC(=O)c1nn(-c2ccccc2C(F)(F)F)cc1O)c1ccc(OC(F)F)cc1,8%,-0.7%,0.0,66,1.3%[50 µM],3%,.,-9%,i,23,i,0.2
COc1ccc(CCN(C)C(=O)CN2C(=O)NC3(CCCCCC3)C2=O)cc1OC,.,0.4%,-0.3,60,1.1%[50 µM],-1%,.,.,i,48,i,0.2
Cc1ccc(-c2ccnc3nc(Sc4ncc(C(F)(F)F)cc4Cl)nn23)cc1,2%,12%,9.0,66,3.2%,-2%,1,-12%,i,13,i,2.2
COc1ccc(C2CC(=O)c3cnc(N4CCc5ccccc54)nc3C2)c(OC)c1 (stereo not given),18%,1.5%,3.1,58,.,.,1.1,3%,i,61,.,.
COc1cc2nc(CN3CCN(S(=O)(=O)c4cc(C)ccc4C)CC3)[nH]c(=O)c2cc1OC,.,.,-1.1,66,-0.2%,0%,.,.,i,22,i,0.6
Cc1c(NC(=O)COC(=O)CSc2ccc(C(N)=O)cc2[N+](=O)[O-])c(=O)n(-c2ccccc2)n1C,20%,2.0%,0.3,36,0.0%,6%,.,0%,i,51,i,4.1
Cc1c(C(=O)OC2CCC(C)CC2)[nH]c2c1C(=O)CCC2 (stereo not given),3%,1.6%,-5.3,62,5.9%,-2%,1.1,14%,i,24,i,1.5
O=C(COC(=O)C12CC3CC(CC(O)(C3)C1)C2)NCCc1ccc(Cl)cc1,22%,2.1%,2.4,43,0.5%,1%,1.1,-8%,i,22,i,1.0
CCOC(=O)c1nc(C)n(-c2cc(OC)c(Cl)cc2Cl)n1,3%,-0.4%,-0.6,53,0.9%,-3%,1.1,0%,i,48,i,0.1
CCOC(=O)CSCC(=O)Nc1c(C(=O)C2CC2)oc2ccccc12,4%,3.5%,5.7,49,-3.5%,0%,1.1,-10%,i,33,i,8.8
Cc1nc(NCc2ccco2)[nH]c(=O)c1CCC(C)C,4%,1.0%,-1.9,41,0.9%,5%,1,9%,i,14,i,0.7
CS(=O)(=O)c1ccccc1C(=O)Nc1cccc2ncccc12,11%,1.5%,-0.9,41,0.6%,10%,.,-5%,i,26,i,0.0
CC1(C)CC(N2CCCC2)=CC(=[N+]2CCCCC2)C1,0%,1.0%,1.7,88,0.2%,-4%,1.1,3%,i,28,i,1.1
Cc1ccc(N(C(=O)Cn2nnc(-c3ccccc3F)n2)C(C(=O)NC2CCCC2)c2ccncc2)cc1 (stereo not given),8%,0.5%,-0.5,49,1.1%,6%,.,-2%,i,12,i,0.7
CCCn1c(=O)[nH]c(=O)c2c1nc(-c1cc([N+](=O)[O-])ccc1Cl)n2CCOC,-5%,-0.1%,1.3,32,0.3%,7%,.,4%,i,16,i,0.6
O=C(OCC(=O)N1CCN(C(=O)c2ccco2)CC1)c1cccc(S(=O)(=O)N2CCc3ccccc32)c1,1%,5.9%,3.1,49,0.2%,5%,1.1,2%,i,52,i,0.3
Cc1ccc(C2=NOC3(CC(=O)N(c4ccccc4)C3=O)C2)cc1 (stereo not given),8%,-0.3%,0.2,45,1.1%,-1%,.,-11%,i,15,i,0.9
Cc1ccc(S(=O)(=O)N2CCOc3ccccc32)c(C)c1NS(C)(=O)=O,7%,1.9%,-0.2,94,-0.1%,5%,.,.,i,31,i,0.9
COCCOc1cc(NC(=O)CS(=O)(=O)CC(=O)N(C)C)c(Cl)cc1Cl,5%,0.9%,-0.6,38,1.7%,-10%,1.1,-7%,i,53,i,0.4
CCCCCC(=O)Nc1cccc(C2=NOC3(C2)C[C@H](C(N)=O)N(C(=O)COc2ccc(Cl)cc2)C3)c1 (stereo not given in full),11%,9.2%,42*,103*,-0.2%,4%,.,-5%,i,21,i,1.3
C=CCNC(=O)C1CC2Cn3c(nc4cc5ccccc5cc43)C2N1C (stereo not given),17%,2.1%,-1.8,93,1.3%,9%,.,3%,i,3,i,1.1
COc1ccc(NC(=O)CN2C(=O)NC(C)(c3ccc4c(c3)OCO4)C2=O)cc1S(N)(=O)=O (stereo not given),.,.,-0.2,57,0.8%,4%,.,.,i,43,i,0.4
Cc1nn(CC(=O)NNC(=O)c2ccccc2F)c([N+](=O)[O-])c1Br,9%,1.0%,0.6,49,.,.,.,-3%,i,53,i,0.2
O=C(Nn1cnc2ccccc2c1=O)c1ccc([N+](=O)[O-])cc1Cl,9%,2.6%,-0.2,48,0.1%,0%,1.2,5%,i,46,i,0.5
CCN(CC)CC(=O)Nc1cccc(S(=O)(=O)N2CCCC2)c1,18%,1.2%,1.6,58,0.8%,-1%,.,-6%,i,19,i,0.6
Cc1cccc(NC(=S)NCC(c2cccnc2)N2CCOCC2)c1C (stereo not given),19%,1.2%,-0.9,71,0.3%,5%,1,-2%,i,47,i,1.4
